# TbPYK inhibitor: blocks Trypanosoma brucei pyruvate kinase; TbPYK enzyme, Kinase-Glo Plus ATP luminescence, 45 min; Potency, µM (top dose mostly 76.8 µM), without a hit: top-dose activity, negative = inhibition, hits mostly inhibitors; 410,000 tested, 0.12% active; AID 624173; note: potency is the fitted concentration of half-maximal effect; % is set by controls: 0 for no effect and ±100 for the full control effect; nearly all actives have a fitted effect of over 50% in size
#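 Assay buffer: 50 mM TEA pH 7.2, 100 mM KCl, 10 mM MgCl2, 0.05% BSA, 0.01% Tween-20. Pyruvate kinase from T. brucei plus substrate met compound, then ADP (130 uM final). Luminescence was read post 45 min RT.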
# Pf growth 96h: P. falciparum growth inhibition at 96 hour, primary screen for plastid delayed-death inhibitors; P. falciparum luciferase reporter growth, 96 h; 320,000 tested, 6.9% active; Potency, µM (highest dose often 28.7 µM), without a hit: at the top dose activity change, negative = inhibition, most hits filed as inhibitors; note: potency is the fitted concentration of half-maximal effect; % is set by controls: 0 for no effect and ±100 for the full control effect
#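 P. falciparum expressing integrated firefly luciferase, in erythrocytes at 2% hematocrit, 0.05% parasitemia, incubated with compounds 96 h at 37 C, 5% CO2. Growth inhibition read as loss of luminescence; two-generation exposure targets delayed-death apicoplast inhibitors.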
# Shiga toxin inh: inhibitors of Shiga toxin in Vero cells; Vero cells, Shiga toxin protein synthesis inhibition reporter; inhibition, % at 38.7 µM; 290,000 tested, 9.2% active; AID 2315; in the data active = inhibition mostly above about 28%, no sharp cut-off; inactive = mostly below about 43%; note: 0% is about no effect
# AMA1-RON2 inh: disrupts binding of P. falciparum AMA1 to RON2; Potency, µM (top dose mostly 58.2 µM), for the others: at the highest dose activity change, negative = inhibition, most hits filed as inhibitors; AlphaScreen AMA1-biotinylated RON2 peptide binding; 360,000 tested, 0.2% active;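 note: potency is the fitted concentration of half-maximal effect; 0% = vehicle wells and -100% = peptide control; nearly all actives have a fitted effect of over 45% in size; some results filed as inactive show a strong effect at the top dose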
#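 AMA1 (3D7) with his tag at 25 nM final met compounds first, then biotinylated RON2 peptide at 25 nM; detection used donor plus acceptor beads, 10 µg/mL apiece, read by AlphaScreen after 30 min at room temperature.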
# CHX counter: counter-screen for Shiga toxin inhibitors: cycloheximide protein synthesis inhibition; max response, %; cell reporter, cycloheximide protein synthesis inhibition counterscreen; 300,000 tested, 12% active; in the data active = max response mostly above about 13%, no sharp cut-off; inactive = mostly below about 14%; note: read at 38.3 µM for the half of the compounds with a filed dose; 0% is about no effect
# Pf growth 48h: inhibits P. falciparum growth in the first generation, 48 h. AID 504832. Potency, µM (doses to about 28.7 µM), inactives show at the top dose activity change, negative = inhibition, usual class: inhibitors. 310,000 tested, 5.9% active. P. falciparum luciferase growth in erythrocytes, 48 h; note: potency is the fitted concentration of half-maximal effect; % is set by controls: 0 for no effect and ±100 for the full control effect
#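 Erythrocytes infected with P. falciparum carrying an integrated firefly luciferase reporter (2% hematocrit, 0.1% parasitemia final) were exposed to compounds in RPMI 1640 with 0.5% Albumax at 37 C, 5% CO2. Growth inhibition was scored as reduced luminescence.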
# LmPK inhibitor: inhibitors of Leishmania mexicana pyruvate kinase; Q27686; purified LmPK, Kinase-Glo ATP luminescence, 1 h; Potency, µM (top dose mostly 57.5 µM), without a hit: at the highest dose activity change, negative = inhibition, hits mostly inhibitors; 290,000 tested, 0.37% active; AID 1721; note: potency is the fitted concentration of half-maximal effect; % is set by controls: 0 for no effect and ±100 for the full control effect
# Target sequence (Q27686 whole entry, looked up): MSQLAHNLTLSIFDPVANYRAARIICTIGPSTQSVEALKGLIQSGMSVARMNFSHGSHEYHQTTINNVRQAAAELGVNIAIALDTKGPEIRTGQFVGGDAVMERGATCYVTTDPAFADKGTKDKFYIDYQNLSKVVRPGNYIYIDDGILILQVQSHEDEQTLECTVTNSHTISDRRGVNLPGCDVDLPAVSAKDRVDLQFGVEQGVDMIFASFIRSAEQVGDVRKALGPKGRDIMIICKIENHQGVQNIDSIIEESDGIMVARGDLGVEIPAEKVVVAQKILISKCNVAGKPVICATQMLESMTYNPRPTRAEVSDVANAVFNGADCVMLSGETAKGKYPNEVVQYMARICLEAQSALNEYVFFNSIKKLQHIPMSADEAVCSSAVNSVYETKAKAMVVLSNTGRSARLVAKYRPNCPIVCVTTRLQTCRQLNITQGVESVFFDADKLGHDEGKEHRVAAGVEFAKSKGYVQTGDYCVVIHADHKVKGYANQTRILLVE
#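 In 50 mM imidazole pH 7.2 with 7 mM MgCl2, LmPK (0.1 nM) turned over PEP (0.5 mM) and ADP (0.1 mM) for 1 h at room temperature. Luciferase read-out of ATP.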
# * = called active by the depositor; i = inactive; ? = inconclusive; / = no result given; & = joins results of further samples; [ ] = dose if it differs, or a comment. Unless noted, calls come from the whole dose curve; as a rule, active = well fitted curve in the direction sought with a large enough effect; inconclusive = small, poorly fitted or top-dose-only effect, or another doubt; inactive = no such curve, though single readings can be large; an effect the other way counts as inactive or inconclusive.
molecule	TbPYK inhibitor	Pf growth 96h	Shiga toxin inh	AMA1-RON2 inh	CHX counter	Pf growth 48h	LmPK inhibitor
COc1ccc(-n2cnc3cc(C(=O)NCCN4CCOCC4)ccc32)cc1	1%	5%	-13	30%	-7	?	0%
CS(=O)(=O)Nc1ccccc1C(=O)NCc1ccco1	-5%	26%	-11	25%	-1	-7%	6%
CCOc1ccc2cc(S(=O)(=O)n3ccnc3C)ccc2c1	?	/	-7	-4%	1	-5%	0%
COC(=O)c1ccc(C(=O)OC)c(NC(=O)COC(=O)CC2CC3CCC2C3)c1 (centres undefined)	2%	-15%	-10	4%	-3	/	8%
Cc1cccc(COc2ccccc2C(=O)NC2CCC(O)CC2)c1 (centres undefined)	-1%	-28%	/	-1%	/	?	/
CCN(CC)S(=O)(=O)c1cc(NC(=O)c2ccc3c(c2)NC(=O)C(C)S3)ccc1C (centres undefined)	-26%	?	/	-4%	/	?	/
O=C(Nc1ccc(F)cc1)c1sccc1SCc1cccc(C(F)(F)F)c1	-12%	?	-12	94%[activator]	6	9.3µM*	-4%
O=c1[nH]c(CN2CCN(S(=O)(=O)c3cccs3)CC2)nc2c(Br)cc(Br)cc12	-1%	9%	-5	16%	-1	1%	7%
COc1ccc(S(=O)(=O)N2CCCC(C(=O)O)C2)cc1Cl (centres undefined)	-3%	-13%	3	5%	-1	9%	4%
Cc1ccc(CNCCCSc2ncccn2)cc1	-3%	?	-2	-14%	4	-38%	-6%
CCOc1ccc(C(=O)NC(C(=O)NCc2cccnc2)C(C)C)cc1 (centres undefined)	-9%	25%	-7	-4%	-4	20%	4%
CCCC(C)C(=O)NCc1ccncc1 (centres undefined)	-1%	0%	-2	-7%	-3	-12%	14%
Cc1nc(NCC(c2ccccc2)N(C)C)c2c(C)c(C)sc2n1 (centres undefined)	-14%	?	2	-4%	6	?	3%
CC(C)(C)C(=O)Cn1ncc(N2CCOCC2)c(Br)c1=O	0%	0%	26*	-8%	4	16%	0%
Cc1cccc(/C=N/n2c(-c3ccncc3)n[nH]c2=S)c1	?	-14%	-12	49%[activator]	0	11%	0%
CCn1cc(C(=O)N[C@H](C(=O)NCCCn2ccnc2)C(C)C)c(=O)c2cc3c(cc21)OCO3	0%	8%	-4	24%	-2	-15%	-1%
COc1cc(CC(=O)OCC(=O)Nc2sccc2C(N)=O)cc(OC)c1OC	-1%	-4%	-12	-27%	8	16%	3%
CC(C)(C)NC(=O)NC(=O)COC(=O)COc1ccc2c(c1)CCC2	3%	9%	-8	-20%	-1	0%	-2%
COc1cccc(CN2C(=O)C(C)Oc3ccccc32)c1 (centres undefined)	0%	?	-3	-2%	-5	?	1%
COc1ccc(OC)c(NC(=O)C2C3C=CC(C3)C2C(=O)NCc2ccccn2)c1 (centres undefined)	-2%	12%	-1	28%	-2	-2%	-8%

# Arranged by SMILES length (largest number first): part of the list above.
molecule	TbPYK inhibitor	Pf growth 96h	Shiga toxin inh	AMA1-RON2 inh	CHX counter	Pf growth 48h	LmPK inhibitor
O=C(Nc1ccc(F)cc1)c1sccc1SCc1cccc(C(F)(F)F)c1	-12%	?	-12	94%[activator]	6	9.3µM*	-4%
Cc1nc(NCC(c2ccccc2)N(C)C)c2c(C)c(C)sc2n1 (centres undefined)	-14%	?	2	-4%	6	?	3%
Cc1cccc(/C=N/n2c(-c3ccncc3)n[nH]c2=S)c1	?	-14%	-12	49%[activator]	0	11%	0%

# New compounds follow.
molecule	TbPYK inhibitor	Pf growth 96h	Shiga toxin inh	AMA1-RON2 inh	CHX counter	Pf growth 48h	LmPK inhibitor
O=C(Cn1c(=O)cnc2ccccc21)Nc1cccc(S(=O)(=O)N2CCCCC2)c1	-1%	?	/	-3%	/	?	/
CC12CCC(C1)C(C)(C)C2NS(=O)(=O)c1ccc(F)cc1 (centres undefined)	-6%	-28%	/	-6%	/	?	/
Cn1c(CN2CCOCC2)nnc1SCC(=O)NCCc1ccccc1	-19%	?	3	4%	-1	17%	-4%
O=C(COc1ccccc1Cl)Nc1ccc(NC(=O)c2ccco2)cc1	0%	6%	-4	3%	-3	-26%	0%
COc1ccc(-n2c(-c3ccc(Br)cc3)n[nH]c2=S)cc1	?	-12%	/	48%[activator]	-2	-16%	10µM*
Cc1nn(-c2cc(N3CCCCC3)ccc2[N+](=O)[O-])c(=O)c2ccccc12	-2%	-18%	-2	-7%	0	?	3%
C/C(=N\Nc1cc(N2CCOCC2)ncn1)c1cccc([N+](=O)[O-])c1	-3%	29%	11	-3%	9	-10%	0%
CCCOc1ccc(C(=O)Nc2ccc(S(=O)(=O)Nc3onc(C)c3C)cc2)cc1	7%	?	13	3%	-6	20%	-1%
COc1ccc(C(=O)Nc2cccc(C)c2)cc1	/	176%[activator]	61*	7%	28*	i	14µM*
COc1cc(C(c2c(C)[nH][nH]c2=O)c2c(C)[nH][nH]c2=O)ccc1OC(=O)c1ccccc1OC	9%	/	-6	/	-5	/	/
NC(=O)[C@@H]1CCOc2c(I)cc([N+](=O)[O-])cc2C(=O)N[C@@H](CO)C(=O)NCC(=O)N1	-1%	-12%	-2	12%	0	6%	0%
CCOC(=O)c1sc(NNC(=O)c2ccc(F)cc2)nc1C	-26%	?	56*	87%[activator]	22*	?	0%
CCOc1cc(-c2nc(-c3ccc(C)nc3OC)no2)cc(OCC)c1OCC	7%	/	-11	16%	4	25%	2%
COc1cccc(/C=N/NC(=O)c2[nH]nc3c2CCc2ccccc2-3)c1	7%	-20%	-8	19%	-3	-25%	1%
CC(=O)Oc1ccc(C(=O)Nc2nnc(C)s2)cc1	3%	61%[activator]	48	-3%	3	86%[activator]	-9%
O=C(CC(c1ccccc1)c1ccccc1)NCc1cccnc1	6%	48%	-4	17%	-2	-12%	1%
CCc1ccc2[nH]c(=O)c(CN(Cc3ccccc3)Cc3nnnn3Cc3ccco3)cc2c1	-7%	8%	72*	-3%	24*	9.3µM*	2%
O=C(NCc1ccccc1)c1ccccc1CO	2%	?	10	-30%	3	2%	-3%
Cc1oc(C(=O)O)cc1COc1ccc2c3c(c(=O)oc2c1C)CCC3	/	-17%	-10	-2%	-3	/	12%
CCCCN(CC)Cc1ccc(CNC(=S)Nc2ccc(C)cc2Cl)o1	-22%	135%[activator]	-18	1%	6	?	1%

# As entered above:
# Under LmPK inhibitor, `COc1ccc(-n2c(-c3ccc(Br)cc3)n[nH]c2=S)cc1` reads 10µM*
# Under AMA1-RON2 inh, `CCOc1ccc(C(=O)NC(C(=O)NCc2cccnc2)C(C)C)cc1` (centres undefined) reads -4%

# The list goes on.
structure	TbPYK inhibitor	Pf growth 96h	Shiga toxin inh	AMA1-RON2 inh	CHX counter	Pf growth 48h	LmPK inhibitor
O=C(CN1C(=O)CCSc2ccc(S(=O)(=O)N3CCCC3)cc21)Nc1ccccc1Cl	-2%&0%	-24%	12	5%	-4	-14%	1%
Cc1ccc(NCCC(=O)c2cccs2)cc1	1%	-20%	80*	-24%	46*	33%[activator]	-3%
C/C(=N/NC(=O)NC12CC3CC(CC(C3)C1)C2)c1ccccc1	4%	0.74µM*	29	-1%	-2	?	4%
Oc1oc(-c2ccco2)nc1C=Nc1ccccc1	-8%	18%	99*	29%	19*	12%	0%
CCc1ccc2[nH]c(=O)c(CN(CCN(CC)CC)C(=S)NCc3ccco3)cc2c1	-3%	19%	-2	-19%	-2	9.3µM*	4%
COCCN(CCOC)S(=O)(=O)c1ccc(C(=O)Nc2nnc(CSC)o2)cc1	2%	-13%	-12	44%[activator]	7	-18%	-15%
Cc1cc(NC(=O)Nc2ccc(OCc3ccccc3)cc2)n(C)n1	3%	0%	19	-8%	2	0%	5%
Cc1ccc(CNC(=O)CCS(=O)(=O)c2ccc3c(c2)CC(C)N3C(=O)C2CC2)o1 (centres undefined)	-5%	12µM*	32	1%	22*	10µM*	12%

# More results.
structure	TbPYK inhibitor	Pf growth 96h	Shiga toxin inh	AMA1-RON2 inh	CHX counter	Pf growth 48h	LmPK inhibitor
CCOC(=O)C1CCN(C(=O)c2ccc(Br)o2)CC1	-7%	0%	26	-5%	0	7%	5%
O=C(c1ccco1)N1N=C(C2CCCCC2)CC1(O)C(F)(F)F (centres undefined)	3%	?	25	3%	-3	-19%	-5%
CCOC(=O)c1cnc(Nc2ccccc2)nc1C(F)(F)F	0%	62%[activator]	92*	20%	36*	41%[activator]	5%
CC(=O)c1cc(C(=O)c2ccccc2)sc1Nc1ccccc1	-5%	39%[activator]	61*	-1%	48*	42%[activator]	3%
Cn1c(C(=O)N[C@@H](C(=O)O)c2ccccc2)cc2cc(Cl)ccc21	-3%	29%	2	-6%	-2	/	6%
CS(=O)(=O)c1ccc(Cl)c(NC(=O)Nc2ccccc2)c1	-25%	?	39	-5%	-1	21%	-14%
COCCN(CC(=O)Nc1cccc(C)c1C)C(=O)c1ccc2ccccc2n1	-3%	26%	/	17%	/	67%[activator]	/
COc1cccc(NC(=O)CSc2nnc(COc3ccc4c(c3)CCCC4)o2)c1	-4%	/	30	-3%	-2	?	3%

# Overlap with the part before: three compounds, then new ones.
structure	TbPYK inhibitor	Pf growth 96h	Shiga toxin inh	AMA1-RON2 inh	CHX counter	Pf growth 48h	LmPK inhibitor
CS(=O)(=O)c1ccc(Cl)c(NC(=O)Nc2ccccc2)c1	-25%	?	39	-5%	-1	21%	-14%
COCCN(CC(=O)Nc1cccc(C)c1C)C(=O)c1ccc2ccccc2n1	-3%	26%	/	17%	/	67%[activator]	/
COc1cccc(NC(=O)CSc2nnc(COc3ccc4c(c3)CCCC4)o2)c1	-4%	/	30	-3%	-2	?	3%
CC(C)c1ccc(C(=O)N2CCCN(C(=O)c3ccc(C(C)C)cc3)CC2)cc1	-6%	2%	-3	-10%	-3	6%	0%
CCc1ccc(CC)c(S(=O)(=O)Nc2ccc(C(=O)O)c(O)c2)c1	-12%	?	9	-4%	8	0%	6%
N=c1oc2ccc3ccccc3c2cc1C(N)=S	-10%	37%[activator]	8	61%[activator]	9	8%	-4%
COc1ccc(C(C(=O)NC2CCCCC2)N(C(=O)c2ccco2)c2ccccc2OC)cc1 (centres undefined)	-2%	24%	-7	-17%	-4	?	4%
O=C(CN1C(=O)S/C(=C\c2ccccn2)C1=O)Nc1ccc(F)cc1	-4%	-92%	-2	0%	-2	-8%	-13%
O=C1C(=O)N(C2CCS(=O)(=O)C2)C(c2cccc(O)c2)/C1=C(/O)c1ccc(Cl)cc1 (centres undefined)	-1%	21%	-4	-3%	7	25%	5%
